INS-1E ATP HTS: preserves ATP levels in cytokine-treated INS-1E cells; INS-1E cytokine-induced death, ATP luminescence, 48 h; normalised: neutral wells 0, positive control 100; protection from cytokine-induced ATP loss, % at 10 µM; hit rate 0.1% among 20,000;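 active = mean replicate protection from cytokine-induced ATP loss at least 50% and at least 75% of replicates each reaching 50%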
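assay system = INS-1E rat insulinoma cells | amount = 8000 cells per well | medium = phenol-red-free RPMI with 5% fetal bovine serum | doses = one compound concentration, pin transfer | timing = 48 h cytokine plus compound treatment, 10 min reagent incubation | also added = IL-1β, TNF-α and IFN-γ cytokine mix | signal = CellTiter-Glo luminescence measuring cellular ATP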
T cruzi intra: inhibitors of intracellular Trypanosoma cruzi; hit rate 4.9% among 22,000; activity score (inhibition), % at 5.01 µM; AID 651903; intracellular Trypanosoma cruzi in host cells, plate reader; in the data active = activity score above about 55%;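 also: parasites and compound incubated about four days before reading; 0% = median of neutral control wells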
* = called active by the depositor; . = not tested or not shown.

Values run as follows: INS-1E ATP HTS	T cruzi intra
1) C[C@@H]1CN([C@H](C)CO)C(=O)c2cccc(NC(=O)C3CC3)c2O[C@H]1CN(C)S(=O)(=O)c1ccc(F)cc1
    3	-2
2) Cc1noc(C)c1S(=O)(=O)Nc1ccc2c(c1)C(=O)N([C@H](C)CO)C[C@@H](C)[C@H](CN(C)S(=O)(=O)c1ccccc1)O2
    .	-9
3) C[C@H](CO)N1C[C@H](C)[C@H](CN(C)C)Oc2ccc(NS(=O)(=O)c3ccc(F)cc3)cc2C1=O
    3	-21
4) C[C@@H]1CN([C@H](C)CO)C(=O)c2cccc(NS(=O)(=O)c3ccc(Cl)cc3)c2O[C@@H]1CN(C)Cc1ccc(C(=O)Nc2ccccc2N)cc1
    18	49
5) C[C@@H]1CN([C@@H](C)CO)C(=O)c2cc(NC(=O)CCC(F)(F)F)ccc2O[C@H]1CN(C)S(C)(=O)=O
    1	-35
6) COc1ccc(NC(=O)N(C)C[C@H]2Oc3ccc(NC(=O)CCCCCC(=O)Nc4ccccc4N)cc3CC(=O)N([C@@H](C)CO)C[C@H]2C)cc1
    -5	-15
7) C[C@@H]1CN([C@H](C)CO)C(=O)Cc2cc(NS(=O)(=O)c3ccccc3)ccc2O[C@@H]1CN(C)S(=O)(=O)c1ccccc1
    5	53
8) Cc1noc(C)c1NC(=O)N(C)C[C@H]1Oc2c(NC(=O)Nc3ccc(C(F)(F)F)cc3)cccc2C(=O)N([C@@H](C)CO)C[C@H]1C
    1	-40
9) Cc1noc(C)c1NC(=O)Nc1ccc2c(c1)C(=O)N([C@H](C)CO)C[C@H](C)[C@@H](CN(C)C(=O)Nc1ccc3c(c1)OCO3)OCCCC[C@@H](C)O2
    1	8
10) C[C@H]1CN([C@@H](C)CO)C(=O)Cc2cc(NC(=O)Cn3cnnn3)ccc2O[C@H]1CN(C)CC1CCCCC1
    9	-12
11) COc1ccc(CN(C)C[C@@H]2Oc3ccc(NC(=O)Nc4ccccc4)cc3C(=O)N([C@H](C)CO)C[C@H]2C)cc1
    -2	16
12) C[C@@H]1CN([C@@H](C)CO)C(=O)c2cccc(NC(=O)CCCCCC(=O)Nc3ccccc3N)c2O[C@@H]1CN(C)C(=O)Nc1cccc2ccccc12
    12	33
13) C[C@@H]1CN([C@@H](C)CO)C(=O)Cc2cc(N(C)C)ccc2O[C@@H]1CN(C)Cc1ccc(C(F)(F)F)cc1
    -5	-18
14) COc1ccc(S(=O)(=O)Nc2cccc3c2O[C@@H](CN(C)CC2CCCCC2)[C@@H](C)CN([C@H](C)CO)C3=O)cc1
    -22	-96
15) CC(C)NC(=O)Nc1cccc2c1O[C@H](CN(C)S(=O)(=O)c1ccccc1)[C@H](C)CN([C@H](C)CO)C2=O
    4	0
16) C[C@H]1CN([C@@H](C)CO)C(=O)c2cc(NC(=O)c3ccncc3)ccc2O[C@@H]1CN(C)Cc1ccccc1
    1	4
17) CC(C)NC(=O)Nc1ccc2c(c1)C(=O)N([C@H](C)CO)C[C@H](C)[C@H](CN(C)C(=O)NC1CCCCC1)OCCCC[C@@H](C)O2
    13	-16
18) Cc1ccc(S(=O)(=O)Nc2ccc3c(c2)CC(=O)N([C@H](C)CO)C[C@@H](C)[C@H](CN(C)S(=O)(=O)c2ccc(C)cc2)O3)cc1
    -7	-1
19) CC(C)NC(=O)Nc1cccc2c1O[C@H](CN(C)S(=O)(=O)c1cn(C)cn1)[C@@H](C)CN([C@@H](C)CO)C2=O
    -1	-20
20) Cn1cc(/C=N\NC(=O)c2ccccc2O)c2ccccc21
    14	-22
21) COc1ccc(CN(C)C[C@H]2Oc3c(NC(=O)Nc4ccc(C(F)(F)F)cc4)cccc3C(=O)N([C@@H](C)CO)C[C@@H]2C)cc1
    -57	53
22) C[C@H](CO)N1C[C@H](C)[C@@H](CN(C)S(=O)(=O)c2ccc(Cl)cc2)Oc2c(NS(=O)(=O)c3ccc(F)cc3)cccc2C1=O
    4	4
23) C[C@@H]1CN([C@@H](C)CO)C(=O)c2cc(NC(=O)C3CCCCC3)ccc2O[C@@H]1CN(C)CC1CC1
    -2	-23
24) C[C@@H]1CN([C@H](C)CO)C(=O)c2cccc(NS(=O)(=O)c3ccc(Cl)cc3)c2O[C@H]1CN(C)Cc1ccc(C(=O)O)cc1
    8	-1
25) C[C@H]1CN([C@@H](C)CO)C(=O)c2cc(NC(=O)CCCN(C)C)ccc2O[C@@H]1CN(C)C
    .	-21
26) COc1ccc(NC(=O)N(C)C[C@@H]2Oc3ccc(NC(=O)Nc4ccc(F)cc4)cc3C(=O)N([C@H](C)CO)C[C@H]2C)cc1
    4	-18
27) CC(C)(C)OC(=O)NC1(/C=N/NC(=O)c2ccccc2O)CCCC1
    -31	-16
28) C[C@@H]1CN([C@H](C)CO)C(=O)c2cc(NC(=O)CCC(F)(F)F)ccc2O[C@@H]1CN(C)C(=O)Nc1cccc2ccccc12
    -6	-9
29) C[C@H]1CN([C@@H](C)CO)C(=O)c2cc(NC(=O)C3CCCCC3)ccc2O[C@H]1CN(C)C(=O)Nc1ccc2c(c1)OCO2
    2	1
30) Cc1ccc(S(=O)(=O)Nc2ccc3c(c2)C(=O)N([C@@H](C)CO)C[C@@H](C)[C@@H](CN(C)C(=O)Nc2ccccc2)O3)cc1
    -3	0

Reformatted: entries from further up
entry | molecule | INS-1E ATP HTS | T cruzi intra
22 | C[C@H](CO)N1C[C@H](C)[C@@H](CN(C)S(=O)(=O)c2ccc(Cl)cc2)Oc2c(NS(=O)(=O)c3ccc(F)cc3)cccc2C1=O | 4 | 4
23 | C[C@@H]1CN([C@@H](C)CO)C(=O)c2cc(NC(=O)C3CCCCC3)ccc2O[C@@H]1CN(C)CC1CC1 | -2 | -23
24 | C[C@@H]1CN([C@H](C)CO)C(=O)c2cccc(NS(=O)(=O)c3ccc(Cl)cc3)c2O[C@H]1CN(C)Cc1ccc(C(=O)O)cc1 | 8 | -1
25 | C[C@H]1CN([C@@H](C)CO)C(=O)c2cc(NC(=O)CCCN(C)C)ccc2O[C@@H]1CN(C)C | . | -21
26 | COc1ccc(NC(=O)N(C)C[C@@H]2Oc3ccc(NC(=O)Nc4ccc(F)cc4)cc3C(=O)N([C@H](C)CO)C[C@H]2C)cc1 | 4 | -18
27 | CC(C)(C)OC(=O)NC1(/C=N/NC(=O)c2ccccc2O)CCCC1 | -31 | -16
28 | C[C@@H]1CN([C@H](C)CO)C(=O)c2cc(NC(=O)CCC(F)(F)F)ccc2O[C@@H]1CN(C)C(=O)Nc1cccc2ccccc12 | -6 | -9
29 | C[C@H]1CN([C@@H](C)CO)C(=O)c2cc(NC(=O)C3CCCCC3)ccc2O[C@H]1CN(C)C(=O)Nc1ccc2c(c1)OCO2 | 2 | 1
30 | Cc1ccc(S(=O)(=O)Nc2ccc3c(c2)C(=O)N([C@@H](C)CO)C[C@@H](C)[C@@H](CN(C)C(=O)Nc2ccccc2)O3)cc1 | -3 | 0

Going on with the list.
Values run as follows: INS-1E ATP HTS	T cruzi intra
31) Cc1noc(C)c1NC(=O)Nc1ccc2c(c1)C(=O)N([C@@H](C)CO)C[C@@H](C)[C@H](CN(C)Cc1ccncc1)O2
    6	-14
32) CNC[C@H]1Oc2c(NC(=O)Nc3ccc4c(c3)OCO4)cccc2C(=O)N([C@H](C)CO)C[C@@H]1C
    1	-21
33) CC(C)NC(=O)Nc1ccc2c(c1)CC(=O)N([C@H](C)CO)C[C@H](C)[C@H](CN(C)Cc1ccc(-c3ccccc3)cc1)O2
    -21	67*
34) C[C@H]1CN([C@@H](C)CO)C(=O)c2cc(NS(=O)(=O)c3ccc(F)cc3)ccc2O[C@@H]1CN(C)S(=O)(=O)c1cn(C)cn1
    0	-8
35) C[C@H]1CN([C@@H](C)CO)C(=O)c2cccc(NC(=O)Nc3ccc(F)cc3)c2O[C@@H]1CN(C)S(=O)(=O)c1ccc(Cl)cc1
    9	8
36) C[C@H]1CN([C@@H](C)CO)C(=O)c2cc(NS(=O)(=O)c3ccc(Cl)cc3)ccc2O[C@H]1CN(C)CC1CCCCC1
    0	6
37) C[C@@H]1CN([C@H](C)CO)C(=O)CCCn2cc(nn2)CO[C@H]1CN(C)S(=O)(=O)c1ccc(-c2ccccc2)cc1
    .	-20
38) C[C@H](CO)N1C[C@H](C)[C@@H](CN(C)S(=O)(=O)c2ccc(Cl)cc2)Oc2c(NC(=O)Nc3ccc(F)cc3)cccc2C1=O
    0	5
39) Cc1noc(C)c1S(=O)(=O)Nc1ccc2c(c1)CC(=O)N([C@@H](C)CO)C[C@H](C)[C@@H](CN(C)CC1CCCCC1)O2
    4	-30
40) C[C@@H]1CN([C@@H](C)CO)C(=O)Cc2cc(NS(=O)(=O)c3cn(C)cn3)ccc2O[C@@H]1CN(C)C(=O)Nc1ccc2c(c1)OCO2
    4	-12
41) C[C@@H]1CN([C@H](C)CO)C(=O)c2cccc(N(C)C)c2O[C@H]1CN(C)Cc1ccc(C(=O)O)cc1
    6	-17
42) C[C@@H]1CN([C@H](C)CO)C(=O)Cc2cc(NC(=O)Nc3ccc(F)cc3)ccc2O[C@H]1CN(C)CC1CCCCC1
    -40	60*
43) C[C@@H]1CN([C@H](C)CO)C(=O)Cc2cc(NS(=O)(=O)c3ccccc3)ccc2O[C@@H]1CN(C)S(=O)(=O)c1ccc(F)cc1
    4	50
44) C[C@@H]1CN([C@@H](C)CO)C(=O)c2cc(NS(C)(=O)=O)ccc2O[C@@H]1CN(C)C(=O)Nc1ccc(F)cc1
    .	-3
45) C[C@H](CO)N1C[C@H](C)[C@H](CN(C)C(=O)Nc2ccccc2)Oc2ccc(NC(=O)CCN3CCOCC3)cc2CC1=O
    -2	-13
46) C[C@@H]1CN([C@H](C)CO)C(=O)c2cc(NS(=O)(=O)c3cccs3)ccc2O[C@H]1CN(C)Cc1ccncc1
    5	-25
47) C[C@@H]1CN([C@@H](C)CO)C(=O)c2cc(NC(=O)C3CC3)ccc2O[C@@H]1CN(C)C(=O)Nc1ccccc1
    5	-30
48) Cc1ccc(S(=O)(=O)N(C)C[C@@H]2Oc3ccc(NS(=O)(=O)c4ccc(Cl)cc4)cc3C(=O)N([C@@H](C)CO)C[C@@H]2C)cc1
    .	-7
49) C[C@@H]1CN([C@H](C)CO)C(=O)c2cccc(NS(=O)(=O)c3ccc(F)cc3)c2O[C@@H]1CN(C)S(C)(=O)=O
    9	-9
50) COc1ccc(S(=O)(=O)N(C)C[C@@H]2OCCCC[C@@H](C)Oc3ccc(NC(=O)CCCN(C)C)cc3C(=O)N([C@H](C)CO)C[C@@H]2C)cc1
    4	4
51) C[C@@H]1CN([C@@H](C)CO)C(=O)c2cc(NC(=O)C3CC3)ccc2O[C@H]1CN(C)S(C)(=O)=O
    -3	-26
52) CNC[C@@H]1Oc2ccc(NC(=O)Nc3ccc4c(c3)OCO4)cc2C(=O)N([C@H](C)CO)C[C@@H]1C
    11	-20
53) C[C@H](CO)N1C[C@H](C)[C@H](CN(C)CC2CC2)Oc2c(NS(=O)(=O)c3ccccc3)cccc2C1=O
    4	-9
54) C[C@@H]1CCCCO[C@@H](CN(C)S(=O)(=O)c2cn(C)cn2)[C@@H](C)CN([C@H](C)CO)C(=O)c2cc(NC(=O)Nc3ccc(F)cc3)ccc2O1
    7	1
55) C[C@H](CO)N1C[C@H](C)[C@H](CN(C)S(=O)(=O)c2ccc(F)cc2)Oc2c(NC(=O)Nc3ccc4c(c3)OCO4)cccc2C1=O
    15	-30
56) C[C@@H]1CN([C@@H](C)CO)C(=O)CCCn2nncc2CO[C@H]1CN(C)C(=O)Nc1ccccc1
    .	0
57) C[C@@H]1CN([C@H](C)CO)C(=O)Cc2cc(NC(=O)NC3CCCCC3)ccc2O[C@H]1CN(C)S(=O)(=O)c1ccc(F)cc1
    9	-2
58) COc1ccc(S(=O)(=O)N(C)C[C@H]2Oc3c(NC(=O)NC(C)C)cccc3C(=O)N([C@H](C)CO)C[C@@H]2C)cc1
    10	27
59) C[C@@H]1CN([C@@H](C)CO)C(=O)c2cc(NS(C)(=O)=O)ccc2O[C@@H]1CN(C)C(=O)Nc1ccc2c(c1)OCO2
    .	-9
60) COc1ccc(NC(=O)N(C)C[C@H]2Oc3ccc(NC(=O)Nc4cccc5ccccc45)cc3C(=O)N([C@H](C)CO)C[C@H]2C)cc1
    2	-12
61) CC(C)NC(=O)N(C)C[C@@H]1Oc2c(cccc2N(C)C)C(=O)N([C@@H](C)CO)C[C@@H]1C
    10	-28
62) COc1ccc(NC(=O)Nc2ccc3c(c2)C(=O)N([C@H](C)CO)C[C@H](C)[C@@H](CN(C)Cc2ccc(Cl)c(Cl)c2)OCCCC[C@@H](C)O3)cc1
    -45	59*
63) C[C@H](CO)N1C[C@H](C)[C@H](CN(C)S(C)(=O)=O)Oc2c(NC(=O)C3CCOCC3)cccc2C1=O
    1	7
64) Cc1ccc(S(=O)(=O)Nc2ccc3c(c2)C(=O)N([C@H](C)CO)C[C@@H](C)[C@@H](CN(C)S(=O)(=O)c2ccc(C)cc2)O3)cc1
    -9	5
65) C[C@@H]1CN([C@@H](C)CO)C(=O)CCCn2nncc2CO[C@H]1CN(C)CC1CCCCC1
    2	3
66) C[C@H]1CN([C@@H](C)CO)C(=O)CCCn2cc(nn2)CO[C@H]1CN(C)C(=O)Nc1ccccc1F
    .	-19
67) COc1ccc(CN(C)C[C@H]2Oc3ccc(NS(=O)(=O)c4ccc(OC)cc4)cc3C(=O)N([C@@H](C)CO)C[C@H]2C)cc1
    2	-19

The list is partial. The share of hits here may be higher or lower than overall.
